High-throughput results as filed in PubChem.
ALOX12 inh: blocks human arachidonate 12S-lipoxygenase; P18054; purified 12hLO, xylenol orange hydroperoxide absorbance; 580,000 tested, 1.1% active; Potency, µM (titrated, usually from 108 µM), for the others: at the top dose activity change, negative = inhibition, most hits filed as inhibitors; further: on the % scale 0 is the no-effect control and ±100 the full control effect
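Hydroperoxide product was detected by ferrous iron/xylenol orange as the 573 to 405 nm absorbance ratio. Arachidonic acid at 40 uM (final) was turned over for 30 min at room temperature by 150 nM human 12hLO, pH 7.0 Hepes buffer, after 15 min compound preincubation.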
HP1b binding inh: HP1-beta chromodomain-methylated histone interaction inhibition. AID 540317. AlphaScreen HP1-beta / biotin-H3K9me3 peptide binding. Potency, µM (highest dose often 114 µM), for inactives: at the top dose activity change, negative = inhibition, actives largely listed as inhibitors. 390,000 tested, 0.56% active. P83916; further: nearly all actives have a fitted effect of over 70% in size; inactives centre near 23
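HP1-beta protein (50 nM final) preincubated 30 min at room temperature with biotinylated H3(1-18)K9me3 peptide (50 nM) in PBS pH 7.4, 0.01% Tween-20, then compound added for 30 min. AlphaScreen streptavidin donor/nickel chelate acceptor beads (10 ug/mL final), 30 min dark, luminescence read.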
rTrxR1 inhibitor: inhibitors of rat thioredoxin reductase 1; O89049; recombinant rTrxR1, NADPH fluorescence consumption, selenite substrate; Potency, µM (titrated, usually from 114 µM), for inactives: top-dose activity change, negative = inhibition, hits mostly inhibitors; 390,000 tested, 1% active; further: on the % scale 0 is the no-effect control and ±100 the full control effect; nearly all actives have a fitted effect of over 65% in size
Target sequence (O89049 whole entry, looked up): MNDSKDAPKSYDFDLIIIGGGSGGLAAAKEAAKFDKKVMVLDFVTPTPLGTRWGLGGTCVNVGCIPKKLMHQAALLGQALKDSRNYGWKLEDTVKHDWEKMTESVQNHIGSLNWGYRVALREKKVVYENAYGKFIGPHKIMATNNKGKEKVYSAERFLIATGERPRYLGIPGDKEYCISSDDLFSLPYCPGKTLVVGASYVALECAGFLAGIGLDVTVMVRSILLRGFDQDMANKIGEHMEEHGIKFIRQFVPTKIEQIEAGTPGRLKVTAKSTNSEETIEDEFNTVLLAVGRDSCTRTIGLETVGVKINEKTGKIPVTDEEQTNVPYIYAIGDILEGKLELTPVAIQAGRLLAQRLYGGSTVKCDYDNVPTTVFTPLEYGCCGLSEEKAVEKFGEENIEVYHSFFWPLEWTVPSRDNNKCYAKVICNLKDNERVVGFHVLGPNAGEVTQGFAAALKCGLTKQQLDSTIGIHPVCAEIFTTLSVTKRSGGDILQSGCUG
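Rat TrxR1 (90 nM in the dispensed reagent) was pre-reduced with 400 uM NADPH for 5 min at room temperature, then incubated with compound for 15 min. After 400 uM selenite was added, NADPH fluorescence (Ex 340/Em 450 nm) was followed for 8 min.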
GLS inh: glutaminase GLS (human) inhibition; O94925; GLS enzymatic activity, qHTS titration; Potency, µM (doses to about 45.5 µM), without a hit: at the top dose activity change, negative = inhibition, most hits filed as inhibitors; 410,000 tested, 0.21% active; AID 624170; further: on the % scale 0 is the no-effect control and ±100 the full control effect
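Compounds were pin-transferred onto hKGA, after which L-glutamine (1 mM solution) and a detection mix of glutamate oxidase, HRP and Amplex Red were added. Initial and 30 min RT fluorescence reads were collected.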
Pin1 inh: inhibitors of human Pin1; Potency, µM (series often up to 115 µM), for inactives: at the top dose activity, negative = inhibition, hits mostly inhibitors; Pin1 FP peptide displacement, HiFluor488, 10 min; AID 504891; Q13526; 390,000 tested, 0.009% active; active means well fitted inhibition curve with a large enough effect in the polarisation, with a control signal flat, not every such curve was filed as active; inconclusive means small, poorly fitted or top-dose-only effect, or effect the other way, or a change in a side signal; inactive means no such curve, though single readings can be large or run the other way; the % refers to the polarisation; further: on the % scale 0 is the no-effect control and ±100 the full control effect
PGK inhibitor: blocks T. brucei phosphoglycerate kinase | Potency, µM (top dose mostly 57.5 µM), without a hit: at the highest dose activity change, negative = inhibition, actives largely listed as inhibitors | AID 602233 | PGK/GAPDH coupled, Kinase-Glo luminescence, 60 min | P07378 | 380,000 tested, 0.043% active; further: on the % scale 0 is the no-effect control and ±100 the full control effect; nearly all actives have a fitted effect of over 60% in size
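Recombinant glycosomal PGK reaction used 1,3-bisphosphoglycerate generated in-well by GAPDH (100nM final) in 100mM TEA pH 7.6, 5mM MgCl2, 0.01% Tween-20. After 60 minutes at room temperature, ATP was read by Kinase-Glo Plus luminescence end-point.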
ERG-DNA inh: blocks human ERG Ets domain binding to DNA | P11308 | fluorescence polarization, His-ERG Ets domain / labelled DNA | Potency, µM (doses to about 76.9 µM), for inactives: at the highest dose FP activity, negative = inhibition, usual class: inhibitors | 370,000 tested, 0.028% active | AID 624246; active means well fitted inhibition curve with a large enough effect in the polarisation, with a control signal flat; inconclusive means small, poorly fitted or top-dose-only effect, or effect the other way, or a change in a side signal; inactive means no such curve, though single readings can be large or run the other way; the % refers to the polarisation;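 further: polarization taken with two DNA probes labelled with fluorescein and Texas red; % of control where 0% means no effect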
Target sequence (P11308 whole entry, looked up, the tested form may be a part): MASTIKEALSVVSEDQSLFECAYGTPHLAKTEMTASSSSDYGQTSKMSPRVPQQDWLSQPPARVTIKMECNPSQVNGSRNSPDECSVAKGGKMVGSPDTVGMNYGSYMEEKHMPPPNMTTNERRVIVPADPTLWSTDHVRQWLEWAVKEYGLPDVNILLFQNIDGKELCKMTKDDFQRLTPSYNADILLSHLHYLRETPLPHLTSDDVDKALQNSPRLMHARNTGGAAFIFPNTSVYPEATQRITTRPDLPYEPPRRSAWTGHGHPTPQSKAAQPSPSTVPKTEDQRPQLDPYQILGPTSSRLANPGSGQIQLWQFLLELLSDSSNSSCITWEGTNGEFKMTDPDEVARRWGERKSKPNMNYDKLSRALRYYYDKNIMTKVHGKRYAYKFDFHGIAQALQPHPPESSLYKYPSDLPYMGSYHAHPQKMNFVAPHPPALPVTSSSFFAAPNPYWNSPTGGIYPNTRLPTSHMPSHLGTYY
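His-tagged ERG Ets domain (1 uM in the protein solution; 300mM KCl, 50mM Tris-HCl, 1mM EDTA, 1mM DTT, pH 7.5) received compound, then a probe mix of 5 nM fluorescein-DNA and 100nM Texas-615-DNA. Fluorescence polarization was read for both dyes.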
JMJD2A Tudor: JMJD2A Tudor domain (human) inhibition; AlphaScreen JMJD2A-Tudor / H3K4me3 peptide binding; Potency, µM (doses to about 114 µM), inactives show at the highest dose activity change, negative = inhibition, actives largely listed as inhibitors; AID 504339; 390,000 tested, 4.4% active; O75164; further: on the % scale 0 is the no-effect control and ±100 the full control effect; nearly all actives have a fitted effect of over 50% in size
RGS4 inh: inhibitors of human regulator of G protein signaling 4. P49798. Transcreener GDP fluorescence polarization, RGS4-accelerated GTP hydrolysis. Potency, µM (series often up to 114 µM), inactives show at the top dose activity change, negative = inhibition, hits mostly inhibitors. 390,000 tested, 0.039% active. AID 504845; further: on the % scale 0 is the no-effect control and ±100 the full control effect; nearly all actives have a fitted effect of over 75% in size; some results filed as inactive show a strong effect at the top dose
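MLSMR compounds (23 nl, pin-transferred) preincubated 10 min at room temperature with a 500nM (2x) first reagent, then RGS4 at 900nM (2x) plus Transcreener GDP mix added; fluorescence polarization (620/688 nm) read before and after 90 min at 30 °C.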
The depositor's hits bear a star; i = inactive; ? = inconclusive; · = not tested or not shown; & = joins results of further samples; [ ] = another dose, or the depositor's remark. Unless noted, the call rests on the fitted dose curve; in most records, active means well fitted curve in the direction sought with a large enough effect; inconclusive means small, poorly fitted or top-dose-only effect, or another doubt; inactive means no such curve, though single readings can be large; an effect the other way counts as inactive or inconclusive. Potency means the concentration at half of the fitted maximal effect. The list is partial, so the mix of outcomes need not match the whole.

| item | molecule | ALOX12 inh | HP1b binding inh | rTrxR1 inhibitor | GLS inh | Pin1 inh | PGK inhibitor | ERG-DNA inh | JMJD2A Tudor | RGS4 inh |
| --- | --- | --- | --- | --- | --- | --- | --- | --- | --- | --- |
| 1 | O=C(Cc1ccccc1F)OCC(=O)N1CCc2ccccc21 | -17% | 33% | 7%[57.1 µM] | 0% | -2% | 9% | -1% | 14% | -8% |
| 2 | CCN(CC1CCCO1)C(=O)CCc1nnc(CCc2ccc(OC)cc2)o1 (centres undefined) | -30% | 18% | -1% | 6% | -15% | i | 11% | -19% | -3% |
| 3 | CC(C)c1ccc(OCC(=O)NC(C)c2ccccc2)cc1 (centres undefined) | 21% | 47% | -2%[57.1 µM] | -11% | -3% | -10% | -18% | 4% | -20% |
| 4 | CCN1CCN(c2ccc(S(=O)(=O)N3CCCCC3)cc2NC(=O)/C=C/c2ccc([N+](=O)[O-])cc2)CC1 | ? | ? | -8%[57.1 µM] | 8% | 0% | -5% | -4% | ? | ? |
| 5 | N#Cc1ccc(C(=O)Nc2nc(SCc3ccc(Cl)cc3)n[nH]2)cc1 | 3% | 46%[activator] | 13% | -2% | 7% | -10% | -3% | -18% | -4% |
| 6 | COc1ccc(-c2nnc(SCC(=O)N3CCCC3)o2)c(OC)c1 | 2% | 10% | 2% | 7% | -3% | i | 0% | -7% | -4% |
| 7 | CCCN(CCC)CC(O)Cn1cc(/C=C/C(=O)c2ccc(OCC)cc2)c2ccccc21 (centres undefined) | ? | -1% | 11% | 0% | ? | -1% | -1% | ? | -11% |
| 8 | COc1cc(S(=O)(=O)NCCc2ccc3c(c2)OCO3)ccc1-n1cnnn1 | -24% | 11% | 21% | 2% | ? | · | -11% | -9% | 17% |
| 9 | COc1ccc(-c2nnc(NC(=O)CSc3ccc(Cl)cc3)s2)cc1OC | 2% | 35% | 1% | -1% | 1% | 5% | 8% | -3% | -10% |
| 10 | Cc1cc2c(c(CO)c1CCO)C(=O)[C@@H](C)[C@@H]2O | 7% | 37% | 5% | 2% | -4% | -10% | -6% | -3% | 6% |
| 11 | CC1=C(C(=O)Nc2ccc(Cl)cc2)C(c2ccccc2)n2ncc(C(=O)Nc3ccccc3)c2N1 (centres undefined) | -22% | 35% | 9% | 7% | 4% | i | -3% | -14% | -27% |
| 12 | CCC(CC)c1nc(C(N)=O)c2[nH]c(=O)n(-c3ccc(OC)c(OC)c3)c2n1 | -1% | 29% | 12% | -5% | 5% | -10% | 1% | -14% | 13% |
| 13 | Cc1ccc(OCc2cnc(Cl)s2)c(C)c1 | 0% | 161%[activator] | 6% | -2% | -1% | -9% | 6% | 124%[activator] | -3% |
| 14 | Cc1cc(NC(=O)OC2CCCCC2)ccc1[N+](=O)[O-] | -27% | -24% | 17% | 2% | -1% | -9% | 1% | -23% | 16% |
| 15 | Cc1ccccc1OCC(=O)NCCC1=CCCCC1 | 5% | 50%[activator] | 10%[57.1 µM] | 6% | ? | 3% | 8% | 16% | -4% |

Entries of single compounds from above. Values in the order: ALOX12 inh, HP1b binding inh, rTrxR1 inhibitor, GLS inh, Pin1 inh, PGK inhibitor, ERG-DNA inh, JMJD2A Tudor, RGS4 inh
Listed for `Cc1cc(NC(=O)OC2CCCCC2)ccc1[N+](=O)[O-]` → -27%, -24%, 17%, 2%, -1%, -9%, 1%, -23%, 16%
Listed for `Cc1cc2c(c(CO)c1CCO)C(=O)[C@@H](C)[C@@H]2O` → 7%, 37%, 5%, 2%, -4%, -10%, -6%, -3%, 6%

Back to the main list, starting 2 compounds before the break.
Values run as follows: ALOX12 inh | HP1b binding inh | rTrxR1 inhibitor | GLS inh | Pin1 inh | PGK inhibitor | ERG-DNA inh | JMJD2A Tudor | RGS4 inh
14. Cc1cc(NC(=O)OC2CCCCC2)ccc1[N+](=O)[O-]
  -27% | -24% | 17% | 2% | -1% | -9% | 1% | -23% | 16%
15. Cc1ccccc1OCC(=O)NCCC1=CCCCC1
  5% | 50%[activator] | 10%[57.1 µM] | 6% | ? | 3% | 8% | 16% | -4%
16. CCCCOc1ccc(C2c3c(-c4ccccc4O)n[nH]c3C(=O)N2Cc2ccncc2)cc1OC (centres undefined)
  -14% | -6% | 14% | 5% | 0% | i | -11% | ? | 19%
17. NC(=O)C1CCCN(CC(=O)Nc2cc(S(=O)(=O)N3CCOCC3)ccc2N2CCCC2)C1 (centres undefined)
  24% | 52%[activator] | 7% | 23% | 1% | -11% | 20% | -4% | -2%
18. Oc1ccc(C[C@@H]2CNCCN2CCCCC2CCCCC2)cc1
  ? | 12% | 9%[57.1 µM] | 10% | -4% | -7% | -1% | -33% | -9%
19. Cn1c(SCC(=O)Nc2nccs2)nnc1-c1ccc(S(=O)(=O)N2CCCC2)cc1
  -19% | 31%[activator] | -5% | 8% | 0% | -5% | 2% | -32% | 1%
20. COc1ccc(CC(=O)Nc2ccc3nc(Nc4cccc(Cl)c4)cc(C)c3c2)cc1
  ? | 28% | 21% | -7% | 10% | i | 3% | -9% | -17%
21. CCC(C)N(C)C1CCN(C(=S)Nc2cccc(OC)c2)CC1 (centres undefined)
  11% | 34% | -6% | -6% | 0% | i | 5% | 8% | -31%
22. Cc1cccc(OCc2nc3c4c(ncn3n2)-c2ccccc2CC42CCCC2)c1
  11% | 74%[activator] | 19% | -2% | -8% | 6% | 2% | 3% | -10%
23. COC(=O)c1cc(C)nc2c1c(=O)nc(SCc1c(C)cc(C)cc1C)n2C1CC1
  -70% | 15%[57 µM] | -6%[57.1 µM] | 4% | 2% | -3% | -7% | ? | -20%
24. CC(NC(=O)c1ccc(Cl)s1)C1CCCO1 (centres undefined)
  16% | 10% | 11% | 7% | 3% | -7% | 1% | -20% | -15%
25. O=S(=O)(c1cc(C(F)(F)F)ccc1Cl)N1CCN(c2ncnc3ccccc23)CC1
  10% | 31% | 17% | -4% | 6% | 8% | 2% | -19% | -18%
26. COc1cc(/C=c2\s/c(=C(/C#N)C(=O)N3CCCC3)n(-c3ccccc3)c2=O)ccc1O
  0% | 27% | -3% | -10% | 18% | -4% | ? | 7% | -7%
27. CCCn1ccc2c(OCC(=O)Nc3ccc(NC(C)=O)cc3)cccc2c1=O
  0% | 20% | -21% | 7% | 4% | 4% | -7% | -17% | -3%
28. Cc1[nH]c2ccccc2c1/C=C/c1nc2ccccc2c(=O)n1-c1cccc([N+](=O)[O-])c1
  -24% | 10% | -9% | 8% | 16% | -6% | -10% | -18% | 10%
29. COc1ccccc1Oc1nc(-c2cccnc2)nc2ccccc12
  2% | 47%[activator] | 20% | 5% | 12% | -2% | -2% | -6% | 21%
30. O=[N+]([O-])c1cc(S(=O)(=O)N2CCCC2)ccc1N/N=C1/CCCc2ccccc21
  -12% | ? | -2% | 0% | -1% | 2% | 8% | ? | 10%
31. COc1cccc(NC(=O)CSc2nc3ccccc3c(=O)n2Cc2cccs2)c1
  -1% | 13% | -4% | 5% | 11% | 3% | -5% | -7% | -5%
32. O=C(O)C1CCCCC1C(=O)Nc1nccs1 (centres undefined)
  4% | 35% | 11% | -1% | -2% | -1% | · | -7% | -7%
33. CCN(CC)S(=O)(=O)c1cc(NC(=O)Cn2cnc3ccccc3c2=O)ccc1C
  -3%&-8% | 8% | 9% | -13% | -9% | -9% | -3% | -20% | 50%
34. CSc1cc(-c2ccc(Cl)cc2)c(C(=O)NC(C)C)s1
  47%[activator] | -7% | 9%[57.1 µM] | ? | -5% | -7% | -5% | ? | -97%[11.4 µM]
35. CC(C)CCn1c(=O)c2sccc2n2c(CCCC(=O)NCc3ccc(F)cc3)nnc12
  -15% | 50%[activator] | 9% | -7% | -2% | 0% | -8% | -11% | -2%
36. CCOc1ccccc1Nc1cc(C)nc2ccc(C)cc12
  ? | 2% | -9%[57.1 µM] | 15% | -2% | i | 5% | -18% | -17%
37. O=C(O)CCN1C(=O)C2C3C=CC(C2C1=O)C1C(=O)N(CCC(=O)O)C(=O)C31 (centres undefined)
  -9% | 14% | 27% | 0% | -7% | -3% | 2% | -3% | 29%
38. Cc1ccc2c(CN3CCCc4ccccc43)cc(=O)oc2c1C
  0% | 18% | ? | 12% | ? | -9% | 5% | ? | -21%
39. c1ccc(SSc2ccccn2)nc1
  · | ? | 4%[11.4 µM] | 10µM* | -2% | i | -6% | 4µM* | ?
40. CCc1cc2c(=O)c(-c3nc4ccccc4n3C)c(C(C)C)oc2c(CN2CCN(C)CC2)c1O
  -17% | 27% | 11% | 16% | 2% | 2% | -14% | -5% | -1%
41. O=[N+]([O-])c1ccc(CNc2cccc(Cl)c2)s1
  ? | -11% | -9%[57.1 µM] | 4% | 0% | 7% | -4% | ? | -17%
42. CCCCCCOc1ccc(OC(=O)c2cccnc2)cc1
  1% | 63%[activator] | 22% | 1% | 2% | -8%[11.5 µM] | · | 30% | -2%
43. COc1ccc2nc3oc(C(=O)NC4CCN(Cc5ccccc5)CC4)cc3cc2c1
  23% | 36%[activator] | -22% | -5% | -7% | -8% | -2% | 6% | -1%
44. Cc1ccc2nc(COc3ccccc3NC(=O)C(C)(C)C)cc(=O)n2c1
  -9% | 16%[57 µM] | 28%[57.1 µM] | -8% | -2% | -10% | 2% | -11% | 11%
45. COC(=O)c1cc(Cl)ccc1NC(=O)CSc1ncc(S(=O)(=O)c2ccc(Br)cc2)c(=O)[nH]1
  ? | 6% | -2% | ? | -1% | -16% | 16% | -25% | -39%
